High-throughput results as filed in PubChem.
KCNQ1 act: potentiators or activators of human KCNQ1 potassium channel; P51787; CHO-K1 KCNQ1, thallium flux FluxOR fluorescence; hits give high values; B-score at 10 µM; actives 0.35% (n = 310,000); AID 2648;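 active = fluorescence ratio B-score, a plate-corrected score, at least three library SD, with initial intensity B-score within 5 SD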
Target sequence (P51787 whole entry, looked up): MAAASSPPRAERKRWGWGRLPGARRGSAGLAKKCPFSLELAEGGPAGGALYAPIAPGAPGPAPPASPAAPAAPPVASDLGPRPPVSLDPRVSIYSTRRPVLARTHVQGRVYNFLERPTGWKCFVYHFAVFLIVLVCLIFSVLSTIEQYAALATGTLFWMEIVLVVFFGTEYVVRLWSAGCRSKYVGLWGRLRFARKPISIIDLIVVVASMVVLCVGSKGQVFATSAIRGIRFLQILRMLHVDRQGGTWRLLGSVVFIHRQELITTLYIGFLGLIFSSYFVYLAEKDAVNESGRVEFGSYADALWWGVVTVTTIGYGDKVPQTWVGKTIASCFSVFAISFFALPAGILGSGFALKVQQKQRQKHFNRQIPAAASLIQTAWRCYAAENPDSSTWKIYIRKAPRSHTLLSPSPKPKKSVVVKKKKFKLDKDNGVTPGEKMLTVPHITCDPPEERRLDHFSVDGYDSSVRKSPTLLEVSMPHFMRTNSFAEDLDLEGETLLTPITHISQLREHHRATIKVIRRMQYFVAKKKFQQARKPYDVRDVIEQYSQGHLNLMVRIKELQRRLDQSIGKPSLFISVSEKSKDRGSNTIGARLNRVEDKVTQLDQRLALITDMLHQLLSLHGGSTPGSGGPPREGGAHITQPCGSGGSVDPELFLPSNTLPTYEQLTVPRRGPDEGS
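System: CHO-K1 cells stably expressing KCNQ1 / Medium: assay buffer for compound exposure, DMSO matched across wells / Reagent: thallium- and potassium-containing depolarizing buffer / Compound: one concentration, matched DMSO / Incubation: 20 min compound pretreatment at room temperature / Measured by: kinetic FluxOR fluorescence, 10 s baseline plus 110 s post-stimulus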
TRPC4 agonist: TRPC4 (mouse) channel activation; actives 0.49% (n = 310,000); HEK293 TRPC4beta/mu-opioid, Fluo4 calcium fluorescence; hits give high values; B-score at 10 µM;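 active = B-score above 5 SD of library B-scores, and initial fluorescence ratio not above library mean plus 5 SD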;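 note: positive B-score marks a calcium rise read as TRPC4 activation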
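Material: HEK293 stable line with TRPC4beta plus mu-opioid receptor; technique: Fluo4 calcium-sensitive dye fluorescence, kinetic, 1 Hz baseline; timing: Fluo4 dye loading 45 min at room temperature, 110 s recording; controls: assay buffer as low control, maximal DAMGO as high control; read-out: integrated baseline-normalised fluorescence ratio, converted to per-well B score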
ANO1 activ: mouse TMEM16A channel activation, primary screen. Q8BHY3. HEK293 TMEM16A/YFP-H148Q/I152L, iodide quench fluorescence; hits give low values. B-score at 10 µM. actives 0.3% (n = 340,000). AID 623877;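 active = fluorescence-ratio B-score plate-corrected deviation score at least 3 library SD below zero, with starting fluorescence score within 5 deviations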;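 note: channel opened by trigger with iodide after compound preincubation; score built on the fluorescence ratio of max minus min over baseline; more negative score means more quench and so TMEM16A activation or potentiation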
Dyrk1A ADPGlo: blocks rat Dyrk1A kinase activity; inhibition, % at 12.5 µM; Q63470; ADP-Glo luminescence, NFATc1 peptide; AID 504441; actives 0.43% (n = 310,000); in the data active = inhibition above about 50%;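 note: plate controls were vehicle with enzyme for no effect and no enzyme for full effect; many of its hits are not listed in these tables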
HDAC3 inh: inhibitors of human histone deacetylase 3 | O15379 | recombinant HDAC3, fluorogenic peptide/trypsin coupled, fluorescence | inhibition, % at 8.3 µM | actives 0.15% (n = 320,000); in the data active = inhibition above about 26%, passing the limit was not always enough; inconclusive = no clear call, values can overlap the other calls
KCNQ1 inh: inhibitors of human KCNQ1 potassium channel; P51787; CHO-K1 KCNQ1, FluxOR thallium flux fluorescence; hits give high values; B-score at 10 µM; actives 1.3% (n = 310,000); AID 2642;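 active = compounds whose thallium flux B-score, printed positive for inhibition, exceeds three library SD while starting fluorescence stays within three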;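 note: channel opened by potassium depolarization with thallium stimulus after 20 min compound exposure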
KCNK9 inh: inhibitors of human KCNK9 two-pore domain potassium channel. Q9NPC2. HEK293 KCNK9, FluxOR thallium flux fluorescence; hits give low values. B-score at 10 µM. actives 1.2% (n = 310,000). AID 488922;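 active = ratio B-score over 3 SD below the library mean, with starting fluorescence within 5 SD of its mean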;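 note: negative B-score means less thallium flux so channel inhibition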
TRPC4 PAM: allosterically enhances the mouse TRPC4 cation channel. B-score at 10 µM. HEK293 TRPC4beta/mu-opioid, DAMGO EC20, Fluo-4 Ca2+ flux; hits give high values. actives 0.42% (n = 310,000). Q9QUQ5;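 active = B-score of calcium response area above 5 SD of library B-scores, with initial fluorescence ratio within 5 SD of library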;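 note: B-score of integrated fluorescence ratio over time as area under calcium response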
KCNK3 block: human KCNK3 channel inhibition, primary screen. O14649. CHO-KCNK3 thallium flux, FluxOR fluorescence; hits give low values. B-score at 10 µM. actives 0.84% (n = 340,000). AID 602410;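 active = B-score under library mean minus 4 SD, starting fluorescence ratio at most library mean plus 5 SD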;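 note: more negative B-score means stronger inhibition of thallium flux through KCNK3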
Target sequence (O14649 whole entry, looked up): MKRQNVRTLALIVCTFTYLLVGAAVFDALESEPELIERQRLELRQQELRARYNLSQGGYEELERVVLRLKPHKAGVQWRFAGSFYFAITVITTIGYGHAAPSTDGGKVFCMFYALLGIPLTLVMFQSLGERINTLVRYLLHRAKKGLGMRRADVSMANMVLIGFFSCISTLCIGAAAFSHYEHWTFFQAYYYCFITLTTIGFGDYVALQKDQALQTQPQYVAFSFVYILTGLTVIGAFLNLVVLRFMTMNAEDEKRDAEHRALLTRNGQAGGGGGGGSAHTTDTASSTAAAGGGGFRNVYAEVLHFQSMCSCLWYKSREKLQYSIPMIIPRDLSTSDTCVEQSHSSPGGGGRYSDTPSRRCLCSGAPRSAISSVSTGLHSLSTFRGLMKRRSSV
hERG rescue: compounds protecting human hERG from proarrhythmic drug block; Q12809; CHO-hERG, FluxOR thallium flux, dofetilide IC70 present; activation (rescue from dofetilide block), less the hit threshold, % at 10 µM; actives 0.51% (n = 310,000);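 active = activation above the mean of controls blocked by dofetilide plus 5 SD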;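 note: thallium influx through hERG after potassium depolarization seen as dye fluorescence rise; in these data hits start at about 4.7%; inactives centre near -7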
ANO1 block: mouse TMEM16A channel inhibition, primary screen; HEK293 TMEM16A/YFP iodide influx fluorescence, ionomycin; normalized B-score (activity score, 25-100; higher = stronger inhibition) at 10 µM; actives 1.2% (n = 310,000); AID 588511;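 active = ratio plate-corrected score three or more library SD toward inhibition, starting fluorescence score within five deviations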;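 note: score derived from kinetic fluorescence span divided by baseline fluorescence per well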
An asterisk follows results filed as active; i = inactive; ? = inconclusive; . = not tested or not shown. The list is partial. The share of hits here may be higher or lower than overall.

Compound | KCNQ1 act | TRPC4 agonist | ANO1 activ | Dyrk1A ADPGlo | HDAC3 inh | KCNQ1 inh | KCNK9 inh | TRPC4 PAM | KCNK3 block | hERG rescue | ANO1 block
CCCCN(C(=O)C1CCCC1)C1CCS(=O)(=O)C1 (stereo not given) | i | i | i | 16.5 | . | i | i | i | i | -6.4 | .
COc1cccc(-c2noc(CCC(=O)NC3CCCCC3)n2)c1 | i | i | i | . | -1.2 | i | i | i | i | -4.7 | i
COc1ccc(OC)c(CCNC(=O)c2ccc3c(c2)N(Cc2ccc(F)cc2)CCS3)c1 | i | i | i | -4.4 | 4.7 | 7* | -11.4* | i | -10* | -10.8 | i
CCOC(=O)c1sc(C)c(C(=O)NCCCN2CCOCC2)c1N | i | i | i | 10.2 | 6.4 | i | i | i | i | -7.2 | i
CCOC(=O)CNC(=O)Cn1cnc2c(nnn2-c2ccc(F)cc2)c1=O | i | i | i | -3.0 | -0.9 | i | i | i | i | -6.2 | i
Cc1cccc(C)c1NC1=NC(=S)N(c2ccc(C(=O)O)cc2)C12CCCCC2 | i | i | i | . | 1.4 | i | i | i | i | -7.6 | i
Cc1nn(Cc2ccccc2)c(Cl)c1C(=O)OC(C)C#N (stereo not given) | i | i | i | . | -3.3 | i | i | i | i | -6.2 | i
CCNC(=O)N1CCC(c2nc3ccccc3s2)CC1 | i | i | i | 6.4 | 2.4 | i | i | i | i | -3.4 | i
O=C(NC(=S)NCCc1ccccc1)c1ccccc1F | i | i | i | -1.0 | -8.4 | i | i | i | i | -7.8 | i
CC(=O)c1cccc(NC(=O)c2ccc([N+](=O)[O-])o2)c1 | i | i | i | . | -0.1 | i | i | i | i | -15.1 | i
COc1cc(NC(=O)c2cccs2)ccc1NC(=O)c1ccccc1Cl | i | i | i | 3.3 | 2.3 | i | i | i | i | -14.8 | i
CN(c1ccc(C(=O)N2CCCCC2)cc1)S(=O)(=O)c1cccs1 | i | i | i | -4.1 | 5.1 | i | i | i | i | -4.1 | i
O=C(O)/C=C/C(=O)Nc1ccc(Cl)c(C(=O)O)c1 | i | i | i | . | 1.3 | i | i | i | i | -5.6 | i
CSc1nnc2c3cc(F)ccc3n(Cc3ccccc3)c2n1 | i | i | i | -1.6 | -6.0 | i | i | i | i | -13.8 | i
CC(=O)c1sc(NC(=O)CCN2C(=O)c3ccccc3C2=O)nc1C | i | i | i | 1.1 | -8.0 | i | i | i | i | -6.3 | i
O=C(O)C1CCCN(S(=O)(=O)c2ccccc2)C1 (stereo not given) | i | i | i | 1.4 | 1.3 | i | i | i | i | -7.8 | i
COc1ccccc1NC(=O)N1CCN(c2ccccn2)CC1 | i | i | i | -2.9 | -8.4 | i | i | i | i | -3.8 | i
COc1cccc(C(=O)NC(C)C(c2cccs2)N2CCOCC2)c1 (stereo not given) | i | i | i | 2.5 | 0.1 | i | i | i | i | -4.4 | i
COc1ccc(C2CC3CC(c4ccccc4)N2O3)cc1 (stereo not given) | i | i | i | 0.3 | -4.2 | i | i | i | i | -8.3 | i
CN(C(=O)c1ccc(S(=O)(=O)N(C)C)cc1)c1ccc2ccccc2c1 | i | i | i | 2.2 | -6.8 | i | i | i | i | -2.6 | i
Cc1cc(C)nc(SCC(=O)NC2CCCCC2C)n1 (stereo not given) | i | i | i | 5.8 | . | i | i | i | i | -10.3 | i
O=C1CN(C(=O)COC(=O)c2cccnc2Cl)c2ccccc2N1 | i | i | i | . | -0.8 | i | i | i | i | -15.2 | i
CCOC(=O)c1c(NC(=O)CNCCO)sc(C)c1C | i | i | i | 5.6 | 0.7 | i | i | i | i | -12.5 | i
O=c1c2ccccc2nc(SCc2cc(F)cc3c2OCOC3)n1Cc1ccco1 | i | i | i | -18.4 | -0.7 | i | i | i | i | -11.5 | i
CCOC(=O)N1CCN(S(=O)(=O)c2ccc3c(c2)CC(C)N3C(=O)C2CC2)CC1 (stereo not given) | i | i | i | . | 1.6 | i | i | i | i | -4.4 | i
O=C(Nc1ccc(S(=O)(=O)N2CCCC2)cc1)c1cc(F)c(F)cc1Cl | i | i | i | -1.2 | 3.1 | i | i | i | i | -5.6 | i
Clc1ccc(CSc2nnc(NC3=NCCCCC3)s2)cc1 | i | i | i | -2.4 | 0.9 | i | i | i | i | -6.4 | i
Cc1cc(C(=O)OCC(=O)N2CC(C)OC(C)C2)c2ccccc2n1 (stereo not given) | i | i | i | 8.8 | -1.2 | i | i | i | i | -7.8 | i
CCOC(=O)c1csc(NC(=O)c2ccc3c(c2)OCCO3)n1 | i | i | i | 17.6 | 1.0 | i | i | i | i | -6.4 | i
O=C1CS/C(=C\[N+](=O)[O-])N1c1ccccc1 | i | i | i | 0.8 | -2.0 | i | i | i | i | -8.1 | i
CCOc1ccc(NC(=O)Nc2cc(C)on2)cc1 | i | i | i | 2.6 | -3.4 | i | i | i | i | -8.7 | i
CCCCOC(=O)CSC1=C(C#N)C(c2ccccc2OCC)C(C#N)C(=O)N1 (stereo not given) | i | i | i | -3.0 | 15.1 | i | i | i | i | -1.7 | i
CCc1cc(C(=O)Cc2nc3ccccc3[nH]2)c(O)cc1O | i | i | . | 3.1 | -4.0 | i | i | i | i | -14.2 | i
CCOc1ccc(OCc2cccc(C(=O)N(CC)CC)c2)cc1 | i | i | i | -8.3 | 2.0 | i | i | i | i | -9.0 | i
Nc1nc(Nc2ccccc2Br)nc(C(F)(F)F)n1 | i | i | i | 6.8 | 9.0 | i | i | i | i | -8.0 | i
COc1ccc(C2c3[nH]c4ccccc4c3C[C@H]3C(=O)N(CC(C)C)CC(=O)N23)c(OC)c1 (stereo not given in full) | i | i | i | 0.5 | 0.1 | i | i | i | i | -3.9 | i
CS(=O)(=O)N(CC(=O)N1CCN(Cc2ccccc2)CC1)c1cccc(F)c1 | i | i | i | -2.9 | 2.6 | i | i | i | i | -3.5 | i
c1ccc(CC(Nc2ccccn2)c2ccccc2)cc1 (stereo not given) | i | i | i | -1.0 | ? | i | i | i | i | -11.9 | i
Clc1cccc(Cc2nn[nH]n2)c1 | i | i | i | 59.3* | -0.6 | i | i | i | i | -10.1 | i
Cn1c(-c2ccccc2)cnc1NCc1cc2c(cc1[N+](=O)[O-])OCO2 | i | i | i | -5.0 | -2.6 | i | i | i | i | -11.2 | i
C=CCOc1ccc(/C=C/C(=O)Nc2ccc(C(=O)NC)cc2)cc1 | i | i | i | -1.4 | 0.2 | i | i | i | i | -1.5 | i
Cc1cc(C(=O)Nc2c(C)nn(Cc3ccccc3)c2C)on1 | i | i | i | 4.4 | -7.0 | i | i | i | i | -9.3 | i
CN(CCC1CCOCC1)C(=O)CC1C(=O)NCCN1Cc1cccc(F)c1 (stereo not given) | i | i | i | . | -9.6 | i | i | i | i | -7.0 | i
O=C(NCC1CCCN1S(=O)(=O)c1cccs1)c1ccc(F)cc1 (stereo not given) | i | i | i | 7.2 | -1.9 | i | i | i | i | -15.5 | i
CCOC(=O)C1=C(COC(=O)/C=C/c2ccc(OC)c(OC)c2)NC(=O)NC1C (stereo not given) | i | i | i | 9.9 | 1.8 | i | i | i | i | -10.6 | i
COCCN(C(=O)c1snc(C(N)=O)c1N)C(C(=O)NC1CCCC1)c1cc(OC)c(OC)c(OC)c1 (stereo not given) | i | i | i | -5.0 | -0.8 | i | i | i | i | -5.0 | i
C=CCN1C=C2C(=O)C(C)(OC(=O)c3cccs3)C(=O)C=C2C=C1CCCC(=O)OC (stereo not given) | i | i | i | 7.6 | -3.1 | i | i | i | i | -9.7 | i
CC1CCCC(C)N1CCCNC(=O)Cn1ncc2c3ccccc3n(C)c2c1=O (stereo not given) | i | i | i | 1.4 | 12.7 | i | i | i | i | -7.8 | i
O=C(CSC1=NCCS1)Nc1nc2ccccc2s1 | i | i | i | . | -0.2 | i | i | i | i | -1.3 | i
Cc1[nH]c2ccccc2c1C(=O)/C=C/c1ccccc1 | i | i | i | 5.5 | -4.3 | i | i | i | i | -6.9 | 100*
COc1ccc(C2CC(c3ccccc3OC(C)=O)=NN2C(=O)/C=C/c2ccccc2)cc1OC (stereo not given) | i | i | i | -4.6 | . | i | i | i | i | -8.1 | i
O=C(NCCCN1CCCCC1)C1CCN(c2ncnc3c2nc2n3CCCCC2)CC1 | i | i | i | -5.8 | 5.3 | i | i | i | i | -7.6 | i
Cc1ccccc1Nc1c(-c2ccccn2)nc2ccccn12 | i | i | i | 6.9 | 1.4 | i | i | i | i | -5.9 | i
O=C(NCc1ccccc1)NS(=O)(=O)c1ccccc1Cl | i | i | i | -1.9 | -1.9 | i | i | i | i | -13.6 | i
COc1ccc2c(c1)Cc1sc(NC(=O)c3cccs3)nc1-2 | i | i | i | 1.6 | 0.6 | i | i | i | i | -11.1 | i
CC[C@H](C)[C@H](NC(N)=O)C(=O)NCCc1ccc(Cl)cc1Cl | i | i | i | -5.7 | 8.4 | i | i | i | i | -4.0 | i
Cc1ccc(/C=C/C(=O)OC(C)C(=O)Nc2ccc(Cl)cn2)o1 (stereo not given) | i | i | i | 5.5 | 13.9 | i | i | i | i | -13.8 | i
CC(c1ccco1)N(C(=O)c1cccc(Br)c1)c1ccccn1 (stereo not given) | i | i | i | 3.7 | 0.8 | i | i | i | i | -6.3 | i
CCc1ccc(Nc2nc3ccccc3c(=O)s2)cc1 | i | i | i | 4.6 | ? | i | i | i | i | -1.7 | i
CCOC(=O)Cc1csc(NC(=O)CSc2nc(-c3ccccc3)c(C#N)c(=O)[nH]2)n1 | i | i | i | -1.1 | 7.7 | i | i | i | i | 0.6 | i

Further results
Compound | KCNQ1 act | TRPC4 agonist | ANO1 activ | Dyrk1A ADPGlo | HDAC3 inh | KCNQ1 inh | KCNK9 inh | TRPC4 PAM | KCNK3 block | hERG rescue | ANO1 block
CCOc1ccc(-c2nnc(N3CCCCC3)c3ccccc23)cc1 | i | i | i | -0.3 | -4.8 | i | i | i | i | -16.9 | i
COc1cccc(N(C(=O)Cn2nnc(-c3ccc(F)cc3)n2)C(C(=O)NCC2CCCO2)c2ccc(Cl)cc2)c1 (stereo not given) | i | i | i | -2.6 | -2.4 | i | i | i | i | -3.7 | i
Cn1cc(C(=O)C(=O)NC2CCCCC2)c2ccccc21 | i | i | i | . | -12.0 | i | i | i | i | -6.5 | i
CC(C)/C=C/C(=O)N1CCC(N2CCC(C(=O)NCc3ccccn3)CC2)CC1 | i | i | i | -4.7 | 4.8 | i | i | i | i | -10.0 | i
Cc1cc(N)ccc1-n1nc2ccccc2n1 | i | i | i | -3.9 | -5.7 | i | i | i | i | -6.5 | i
